aGal spleen mod = qHTS Assay for Inhibitors and Activators of Human alpha-Galactosidase From Spleen Homogenate. human spleen homogenate, 4MU-alpha-Gal fluorescence, 40 min. actives 0.008% (n = 240,000). Potency, µM (series often up to 80 µM), inactives show at the top dose activity change, negative = inhibition, actives largely listed as inhibitors. Alpha-galactosidase A (Homo sapiens), P06280;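 also: potency is read from the fitted curve at half-maximal effect; 0% = enzyme with vehicle and -100% = no enzyme basal signal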
Target sequence (P06280 32-429 limits assumed): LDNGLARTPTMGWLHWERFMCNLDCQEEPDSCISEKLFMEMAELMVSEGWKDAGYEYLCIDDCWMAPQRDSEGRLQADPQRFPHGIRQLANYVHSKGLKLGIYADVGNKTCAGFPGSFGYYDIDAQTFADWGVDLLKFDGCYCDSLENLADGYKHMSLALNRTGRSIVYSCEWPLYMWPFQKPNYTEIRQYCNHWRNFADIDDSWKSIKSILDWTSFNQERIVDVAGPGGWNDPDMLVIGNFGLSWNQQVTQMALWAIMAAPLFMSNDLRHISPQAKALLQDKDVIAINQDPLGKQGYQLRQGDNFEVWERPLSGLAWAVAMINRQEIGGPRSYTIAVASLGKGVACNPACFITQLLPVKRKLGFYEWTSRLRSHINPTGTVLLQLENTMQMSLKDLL
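Spleen homogenate 1 ug + cpd (titration) + 4-MU-alpha-D-galactopyranoside 1 mM; 37C 40 min; 50 mM citrate/phosphate pH 5.0, 0.01% Tween-20; stop pH 10; fluorescence 365/440; AC50 via Hill.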
TexasRed fluor = Total Fluorescence Counterscreen for Inhibitors of the Interaction of Thyroid Hormone Receptor and Steroid Receptor Coregulator 2; TRb/SRC2 Texas Red total fluorescence interference; Potency, µM (highest dose often 106 µM), without a hit: at the highest dose fluorescence change, negative = quenching; actives 0.29% (n = 280,000); AID 1479, 2009; active = well fitted curve in either direction with a large enough effect; inconclusive = small, poorly fitted or top-dose-only effect; also: potency is read from the fitted curve at half-maximal effect; % is scaled to controls: 0 for no effect and ±100 for the full control effect
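Human TRb ligand-binding domain at 0.6 uM with 20 nM Texas Red SRC2 peptide in Tris buffer containing 1 uM T3 and 5% DMSO, incubated with compound 5 h at ambient temperature. Total fluorescence (555/632 nm) calculated as parallel + 2 × perpendicular.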
TRb-SRC2 inh = qHTS for Inhibitors of the Interaction of Thyroid Hormone Receptor and Steroid Receptor Coregulator 2. Thyroid hormone receptor beta (Homo sapiens), P10828. TRbeta-SRC2 peptide binding, fluorescence polarization; receptor liganded with 1 µM T3. Potency, µM (titrated, usually from 106 µM), without a hit: top-dose activity change, negative = inhibition, actives largely listed as inhibitors. actives 0.065% (n = 280,000);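 also: potency is read from the fitted curve at half-maximal effect; plate controls were bound peptide for no effect and peptide without receptor for full effect; nearly all actives have a fitted effect of over 50% in size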
Target sequence (P10828 whole entry, looked up): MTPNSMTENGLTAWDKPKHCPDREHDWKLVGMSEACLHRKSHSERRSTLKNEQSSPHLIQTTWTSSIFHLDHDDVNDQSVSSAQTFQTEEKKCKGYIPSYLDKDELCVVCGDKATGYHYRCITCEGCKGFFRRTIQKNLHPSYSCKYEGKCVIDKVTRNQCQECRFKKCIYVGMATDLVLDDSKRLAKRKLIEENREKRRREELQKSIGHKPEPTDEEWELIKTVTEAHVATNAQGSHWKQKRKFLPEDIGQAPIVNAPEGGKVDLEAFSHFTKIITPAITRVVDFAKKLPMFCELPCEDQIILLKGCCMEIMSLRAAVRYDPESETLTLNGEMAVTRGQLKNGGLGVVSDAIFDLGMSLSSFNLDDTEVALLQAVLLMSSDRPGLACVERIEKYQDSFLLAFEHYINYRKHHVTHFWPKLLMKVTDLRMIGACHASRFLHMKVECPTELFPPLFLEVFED
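Fluorescence polarization of 20 nM Texas Red SRC2 peptide (20-aa NR interaction domain) bound to 0.6 uM human TRb ligand-binding domain, with 1 uM T3, after 5 hr at ambient temperature; inhibition seen as decreased polarization.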
Epigenetic reg = Quantitative High-Throughput Screen for Regulators of Epigenetic Control; Potency, µM (series often up to 53.9 µM), without a hit: at the highest dose GFP activation, hits mostly activators; actives 0.2% (n = 280,000); murine LDR cells, GFP reporter derepression, 30 h; also: potency is read from the fitted curve at half-maximal effect; % of control where 0% means no effect; nearly all actives have a fitted effect of over 60% in size
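Derepression of a silenced CMV-GFP reporter in murine LDR cells is scored by enumerating GFP-positive cells with a laser-scanning microplate cytometer after 30 hours of treatment at 37 C.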
Tau fibril FP = qHTS for Inhibitors of Tau Fibril Formation, Fluorescence Polarization; Microtubule-associated protein tau (Homo sapiens), P10636; K18 P301L tau heparin fibrillization, Alexa594 FP, 6 h; Potency, µM (series often up to 57.7 µM), for inactives: top-dose activity, negative = inhibition, hits mostly inhibitors; actives 0.39% (n = 280,000); AID 1468, 2008; also: potency is read from the fitted curve at half-maximal effect; % is scaled to controls: 0 for no effect and ±100 for the full control effect; nearly all actives have a fitted effect of over 55% in size
Target sequence (P10636 561-689 P618L limits assumed): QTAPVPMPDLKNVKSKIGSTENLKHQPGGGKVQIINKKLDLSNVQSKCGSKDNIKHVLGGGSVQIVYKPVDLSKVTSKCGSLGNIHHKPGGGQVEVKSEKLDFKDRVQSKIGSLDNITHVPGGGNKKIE
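Human K18 P301L fragment (15 uM unlabeled plus 0.24 uM Alexa 594-labeled) in 100 mM sodium acetate pH 7 with compound, aggregation induced by 20 uM heparin for 6 hr at 37 C. ThT (30 uM) added for 1 hr, then Alexa 594 FP read.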
NPSR antagonist = qHTS Assay for Antagonists of the Neuropeptide S Receptor: cAMP Signal Transduction; CHO-NPSR cells, cAMP TR-FRET, antagonist mode; Potency, µM (series often up to 38.3 µM), without a hit: at the top dose activity change, negative = inhibition, actives largely listed as inhibitors; actives 1% (n = 220,000); AID 1461, 2008; also: potency is read from the fitted curve at half-maximal effect; % is scaled to controls: 0 for no effect and ±100 for the full control effect; nearly all actives have a fitted effect of over 50% in size; many of its hits are not listed in these tables
CBFb RUNX1 block = qHTS Assay for Compounds Blocking the Interaction Between CBF-beta and RUNX1 for the Treatment of Acute Myeloid Leukemia. Potency, µM (highest dose often 59.8 µM), for the others: at the highest dose activity, negative = inhibition, actives largely listed as inhibitors. AlphaScreen CBFb-His/RUNX1-biotin binding, biochemical. 230,000 tested, under 10 active. Runt-related transcription factor 1 (Homo sapiens) + Core-binding factor subunit beta …; also: % of control where 0% means no effect
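CBFb-His/RUNX1-biotin, 30 nM each, preincubated 20 min RT; compound 15 min RT; Ni + streptavidin beads 50 ng each, 90 min RT; AlphaScreen read.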
Tau fluor cs = Counterscreen qHTS for Inhibitors of Tau Fibril Formation, Fluorescence Polarization | tau K18 P301L Alexa594 fluorescence, heparin fibrillization | Potency, µM (doses to about 57.7 µM), for the others: at the highest dose activity change, negative = decrease | actives 0.93% (n = 280,000) | AID 1463, 2008; also: potency is read from the fitted curve at half-maximal effect; % is scaled to controls: 0 for no effect and ±100 for the full control effect; nearly all actives have a fitted effect of over 55% in size
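Human tau K18 P301L (15 uM unlabeled, 0.24 uM Alexa 594-labeled) in 100 mM sodium acetate pH 7 with 20 uM heparin, 6 hr at 37 C. ThT 30 uM added, 1 hr ambient; Alexa 594 FP and total fluorescence read at 555/632 nm.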
* = called active by the depositor; ? = inconclusive; . = no result given; [ ] = dose if it differs, or a comment. Unless noted, calls follow the shape of the dose curve; as a rule, active = well fitted curve in the direction sought with a large enough effect; inconclusive = small, poorly fitted or top-dose-only effect, or another doubt; inactive = no such curve, though single readings can be large; an effect the other way counts as inactive or inconclusive. These rows are one share of the data (hit frequency here may not be typical).

Each structure is followed by: aGal spleen mod | TexasRed fluor | TRb-SRC2 inh | Epigenetic reg | Tau fibril FP | NPSR antagonist | CBFb RUNX1 block | Tau fluor cs
CCOC(=O)c1c(CN2CCCCC2)n(C)c2cc(Br)c(OC)cc12
  -10% | 1% | 1% | 0.0% | 1% | -22%[46.1 µM] | -4% | -2%
CCCCCCCC(=O)N/N=C/c1ccc([N+](=O)[O-])o1
  2% | -4% | 4% | 1.0% | 12% | 0% | -2% | -23%
CCc1cc(C(=O)c2ccc(OC)cc2)c(NC(=O)CCC(=O)O)s1
  8% | 3% | -6% | 1.1% | 2% | ? | 5% | -10%
COC(=O)Cn1c(=O)c2cccn2c2ccc(F)cc21
  . | -7% | 0% | -5.1% | -10% | . | . | -4%
COc1ccc(-c2[nH]c(-c3ccc(C(=O)O)cc3)nc2-c2ccccc2)cc1
  ? | -6% | 5% | 11% | -1% | -11%[46.1 µM] | -12% | ?
CCOC(=O)Nc1ccc2c(c1)nc(CN1CCOCC1)n2C
  -5% | -1% | -5% | -9.5% | -4% | 14%[46.1 µM] | 6% | 1%
COc1cc(/C=C2\Oc3cc(O)ccc3C2=O)ccc1O
  -1% | -14% | 2% | 0.0% | 14% | -12% | 9% | -24%
CN(Cc1ccon1)C(=O)CCc1nnc(Cc2ccc(-c3ccccc3)cc2)o1
  2% | 2% | -1% | -2.8% | 6% | -2% | 9% | -1%
Cc1ccc(OCC(=O)n2nc(C)cc2C)c(Br)c1
  -1% | 0% | -7% | 1.0% | 4% | -12%[46.1 µM] | 5% | -4%
CC(=O)Oc1ccc2c(C)cc(=O)oc2c1C(=O)c1ccccc1
  -8% | -1% | -1% | -1.9% | 2% | 6% | 3% | -12%
CCOc1ccc(NC(=O)c2sc3nc4n(c(=O)c3c2C)CCCC4)cc1
  . | 1% | 4% | 0.0% | -7% | . | . | -6%
O=C(O)c1ccc(N/N=C/c2ccc(OC(=O)c3cccc(Cl)c3)cc2)cc1
  6% | -7% | 12% | 0.0% | ? | -18% | 9% | ?
CNC(=O)C1=C(C)Nc2nc3ccccc3n2C1c1ccc(F)cc1 (stereo not given)
  -3% | -1% | -6% | -1.0% | -3% | 5% | 12% | -17%
CCCCc1nnc(SCc2cc(=O)c3cc(C(=O)OCC)ccc3[nH]2)n1C
  . | -2% | -1% | -1.1% | -4% | . | . | 7%
COc1ccc(S(=O)(=O)Nc2ccc3oc4c(c3c2)C(=O)CC(C)(C)C4)cc1
  . | 0% | -1% | 3.2% | -17% | . | . | -19%
CC(=O)NC1=NN(C(C)=O)C(c2ccc(F)cc2)S1 (stereo not given)
  7% | 2% | -2% | 0.1% | 0% | -4% | 1% | -9%
O=C(NCc1ccco1)c1nc2c(nnn2Cc2cccc(Cl)c2)c(=O)[nH]1
  -18% | 3% | 2% | -0.9% | 2% | -14%[46.1 µM] | -4% | -6%
Cn1c(-c2ccccc2)cc2c3no[n+]([O-])c3ccc21
  -8% | -4% | 2% | ? | -20% | ? | -13% | -30%
COc1cccc(OCC(=O)Nc2ccccc2-c2ccccc2)c1
  0% | -1%[53 µM] | 1%[53 µM] | 0.5% | -6% | ? | -2% | -19%
COC(=O)C(=Cc1cc(Br)c(OC)c(Br)c1)C(=O)OC
  -9% | 0% | -2% | ? | 0% | . | 11% | ?
Cc1ccoc1C(=O)Nc1ccc(CC(=O)O)cc1
  -7% | -3% | -18% | 0.0% | 3% | -5%[46.1 µM] | 21% | -6%
CCC1CCCCN1CCCNC(=O)C1CCN(S(=O)(=O)N2CCCCC2)CC1 (stereo not given)
  0% | 0% | 1% | -0.9% | -2% | 5%[46.1 µM] | 0% | -6%
CCCCC(c1nnnn1CS(=O)(=O)c1ccc(C)cc1)N1CCN(c2ccccc2)CC1 (stereo not given)
  -1% | -1% | -2% | -11% | 13% | -26%[46.1 µM] | -1% | -24%
C/C=C/C=C/C(=O)OCC(=O)Nc1ccc(Cl)cc1
  -5% | -1% | 0% | -1.4% | 1% | 4% | -22% | -5%
Cc1ccc(NC(=O)COC(=O)c2cc(-c3cccs3)nn2-c2ccccc2)cc1[N+](=O)[O-]
  1% | -1% | -1% | -5.1% | -4% | 12% | -2% | -1%
Cc1ccc(NC(=O)CCNS(=O)(=O)c2ccc(Br)s2)cc1
  . | 8% | 2% | -0.9% | -8% | . | . | -21%
CC(C)(C)C(=O)CSc1nccc(=O)[nH]1
  -5% | 3% | -2% | 0.7% | -3% | 9%[46.1 µM] | 3% | 0%
O=C(CCn1cnnn1)Nc1cc(C(F)(F)F)cc(C(F)(F)F)c1
  . | ? | -2% | -0.2% | 0% | . | . | -19%
CNC(=S)N(CCc1c(C)[nH]c2ccc(C)cc12)Cc1ccc(OC)c(OC)c1
  -1% | -7% | 7% | 2.3% | 21% | -14% | 0%[2.36 µM] | ?
Cc1ccc(SCc2ccc(C(=O)N3CCCCC3)cc2)cc1
  -5% | -2% | -1% | -2.6% | -3% | -30% | 8% | -5%
Cc1cc(C(=O)NCCN2CCCCC2C)n(-c2ccccc2)n1 (stereo not given)
  -3% | -1% | -13% | -0.8% | -10% | 14%[46.1 µM] | 6% | 0%
Cc1cc(Oc2nc3c(C)cccn3c(=O)c2/C=C(\C#N)S(=O)(=O)c2ccccc2)ccc1Cl
  1% | -2% | 10% | -1.0% | -5% | -27% | ? | -8%
CC1CCC(NC(=O)C2CCC(CNS(=O)(=O)c3cccc4nsnc34)CC2)CC1 (stereo not given)
  8% | 0% | 9% | -4.2% | 2% | ? | 0% | -1%
CC(C)NC(=O)c1sc2nc3c(c(-c4cccs4)c2c1N)CN(C)CC3
  5% | -3% | -2% | 3.2% | -3% | ? | -7% | -20%
CCOc1ccc(S(=O)(=O)NCCC(=O)OCN2C(=O)c3ccccc3C2=O)cc1
  -1% | -3% | -3% | -1.6% | 2% | -1%[46.1 µM] | 4% | -1%
Cc1nnc(NC(=O)CSCc2cc(=O)c3cc(Cl)ccc3[nH]2)s1
  . | -2% | -9% | -2.2% | -3% | . | . | -12%
COc1ccc(CNc2nc(-c3ccccc3OC)nc3ccccc23)c(OC)c1
  -5% | -5% | -1% | -2.4% | ? | . | . | -30%
O=C(NNC(=S)NC(=O)c1cccnc1)c1ccc(Cl)cc1
  2% | 3% | 4% | -0.4% | 3% | -7%[46.1 µM] | -2% | -7%
CC(C)N(Cc1ccccc1)C(=O)c1cnc2n(c1=O)CCS2
  -17% | 0% | -19% | -0.8% | -5% | -10%[46.1 µM] | 1% | 6%
COCCNC(=O)C(=O)Nc1ccc2nc3n(c(=O)c2c1)CCCCC3
  . | -1% | -2% | -3.3% | -6% | . | . | -5%
Cc1ccc2oc(=O)n(CC(=O)O)c2c1
  13% | 6% | 1% | -4.1% | -3% | 0%[46.1 µM] | 4% | -3%
Cc1ccc(SCc2nc(-c3ccc(C(=O)NCCc4ccc(Cl)cc4)cc3)oc2C)cc1
  . | -1% | 2% | -0.2% | -12% | . | . | 10%
Cc1ccc(NCN2C(=O)C3CC=C(Cl)CC3C2=O)cc1 (stereo not given)
  6% | -1% | -3% | -1.7% | -4% | -5%[46.1 µM] | 1% | -9%
CCCCCNc1c(C(=O)OCC)c(=O)[nH]c2ccccc12
  -5% | 1% | 6% | 2.8% | -4% | -12%[46.1 µM] | 3% | -6%
Cc1cc(C)n(-c2ccc(C(=O)OC(C)C)cc2)n1
  3% | -4% | -8% | -2.0% | 3% | 25%[46.1 µM] | 9% | 0%
CCN1C(=O)c2c(C)nc3ccccc3c2C1=O
  13% | 0% | 3% | -1.0% | 9% | 4%[46.1 µM] | -2% | 0%
O=C(O)C1CCCCC1C(=O)NCc1ccccn1 (stereo not given)
  4% | 2% | 0% | 2.1% | -2% | 16% | -6% | 0%
CC1=C(C(=O)O)N2C(=O)[C@@H](NC(=O)[C@@H](N)c3ccccc3)[C@@H]2SC1
  19%[29.1 µM] | -7%[53 µM] | -4%[53 µM] | 2.4%[16.9 µM] | . | . | -13%[21.7 µM] | .
Cc1cc(N(CC(=O)NC(C)C)S(C)(=O)=O)ccc1Br
  -15% | 0% | 4% | -1.8% | 4% | 16% | -3% | 1%
O=C(N/N=C/c1ccccc1OCc1ccccc1)c1cccs1
  1% | -3% | 6% | 3.4% | ? | -34% | 2% | -19%
CC(C)CCNC(=O)C(c1ccco1)N(CCCO)C(=O)Cn1nnc(-c2ccc(F)cc2)n1 (stereo not given)
  -4% | -3% | -3% | 1.1% | 11% | -26% | 6% | -8%
O=C(NCCc1ccccc1)c1ccccc1NC(=O)C1CCCCC1C(=O)O (stereo not given)
  3% | 0% | -7% | -1.3% | -6% | -17% | 9% | -1%
COc1cccc(CN(C)C(=S)Nc2cccc(C)c2)c1
  -6% | 0% | -8% | -0.3% | -2% | -12% | 1% | -14%
O=C(Nc1c(-c2ccccc2)nc2ccccn12)c1ccc(Br)cc1
  . | 1% | -9% | -1.3% | -5% | . | . | -22%
COc1ccccc1NC(=O)c1cc(Cl)ccc1NC(=O)c1ccco1
  -2% | -2% | -13% | 2.0% | -4% | -16%[46.1 µM] | 6% | -19%
Cc1ccc(CNC(=O)Cn2c(=O)n(Cc3ccccc3)c(=O)c3sc4ccccc4c32)cc1
  . | 0% | -1% | -0.7% | -12% | . | . | -4%
